Screens deposited in PubChem by several laboratories.
Efflux pump mplx = inhibitors of Candida antifungal efflux pumps expressed in yeast | S. cerevisiae Candida pump triplex, Nile Red efflux | inhibition, % at 10 µM | actives 0.44% (n = 330,000) | AID 485275;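 active = plate passing quality check with inhibition over a set limit, or well fluorescence over plate mean plus 4 SD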;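 also: Nile Red retained in pooled yeast measured as flow cytometry median fluorescence; 0% = buffer negative control and 100% = Enniatin B positive control; higher means more Nile Red kept so more efflux inhibition; some compounds called inactive have numbers as strong as hits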
CTSL1 counter = blocks F. hepatica cathepsin L1 in PFM18AAP counter-screen; recombinant F. hepatica cathepsin L1, Z-Leu-Arg-MCA fluorescence; inhibition, % at 5.96 µM; actives 0.49% (n = 300,000);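 active = inhibition above the mean of all tested compounds plus 3 SD, set per screening campaign, cut at about 17% in these data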;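 also: 0% = plate median of test compound wells and 100% = 1 µM Z-Phe-Ala-diazomethylketone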
TPT1 inhibitor = blocks Candida albicans tRNA 2'-phosphotransferase; recombinant caTPT1, FP RNA substrate dephosphorylation; inhibition, % at 5 µM; actives 0.81% (n = 300,000);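 active = inhibition above the mean of all tested compounds plus 3 SD, set per screening campaign, cut at about 24% in these data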;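 also: plate controls were DMSO alone for no effect and ferristatin control at 100 nM for full effect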
GASC-1 inh = inhibitors of human GASC-1 (JMJD2C) demethylase; GST-JMJD2C(1-420) H3K9me3 demethylation, DELFIA europium; inhibition, % at 2.35 µM; actives 0.069% (n = 330,000); AID 2099;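 active = more than half of a compound's replicate wells show inhibition beyond 50%, single wells judged on their own value; inconclusive = some, but no more than half, of replicates pass 50% inhibition; inactive = no replicate passes 50% inhibition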;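 also: signal counts dimethyl H3K9 product captured on neutravidin plate; 0% = median of DMSO wells and 100% = 0.3 times that DMSO median; strong numbers were not always called active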
HCV core dimer = blocks dimerization of HCV core protein; TR-FRET GST/Flag-core106 dimerization, 1536-well; inhibition, % at 5 µM; actives 0.33% (n = 300,000); AID 1899;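 active = inhibition above the mean of all tested compounds plus 3 SD, set per screening campaign, cut at about 45% in these data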
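System: GST/Flag-tagged HCV core106 proteins. Incubation: compound-protein-antibody incubation 4 h at 22.5 °C. Technique: HTRF with 340 nm excitation, 617/671 nm emission. Medium: KF-containing HEPES buffer, pH 7.45, DTT, CHAPS, BSA. Read-out: inhibition (%) from 671 over 617 nm ratio. Also added: Eu(K)-anti-GST 90 ng/mL plus XL665-anti-Flag 1 µg/mL.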
procasp7 counter = counter-screen: procaspase-7 (human) activation. P55210. recombinant procaspase-7, Ac-DEVD-pNA absorbance 405 nm; D23A/D198A/D206A triple mutant, cannot self-cleave; scale: DMSO 0, 5 µM enzyme 100. activation, % at 8.5 µM. actives 0.093% (n = 330,000);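 active = percent activation above the screen-wide mean plus 3 SD, cut at about 25% in these data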
Target sequence (P55210 whole entry D23A/D198A/D206A): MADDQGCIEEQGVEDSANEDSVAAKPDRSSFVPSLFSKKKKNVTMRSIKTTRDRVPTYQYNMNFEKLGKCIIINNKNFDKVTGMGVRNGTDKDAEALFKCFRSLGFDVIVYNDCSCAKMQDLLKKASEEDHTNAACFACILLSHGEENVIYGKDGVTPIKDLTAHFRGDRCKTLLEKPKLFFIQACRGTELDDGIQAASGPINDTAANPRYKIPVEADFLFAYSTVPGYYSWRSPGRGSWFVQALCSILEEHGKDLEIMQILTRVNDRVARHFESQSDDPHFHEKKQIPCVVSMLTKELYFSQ
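buffer or medium = Zinc-free HEPES/NaCl buffer, pH 7.4 | material = Procaspase-7 triple mutant (PC-7 D3A) | input = 2 µM procaspase-7 mutant as dispensed | signal = Epi-absorbance of released pNA at 405 nm, two timepoints | timing = 1 h preincubation, 2 h reaction | replicates = singlicate compound testing | evaluation = % activation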
procasp3 activ = activates human procaspase-3. activation, % at 8.5 µM. P42574. actives 0.11% (n = 330,000). recombinant procaspase-3 D3A, Ac-DEVD-pNA absorbance 405 nm. AID 463141;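 active = activation above the mean of all tested compounds plus 3 SD, cut at about 21% in these data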;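 also: 0% = DMSO alone and 100% = DMSO wells spiked with extra 5 µM PC-3 D3A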
Target sequence (P42574 whole entry D9A/D28A/D175A): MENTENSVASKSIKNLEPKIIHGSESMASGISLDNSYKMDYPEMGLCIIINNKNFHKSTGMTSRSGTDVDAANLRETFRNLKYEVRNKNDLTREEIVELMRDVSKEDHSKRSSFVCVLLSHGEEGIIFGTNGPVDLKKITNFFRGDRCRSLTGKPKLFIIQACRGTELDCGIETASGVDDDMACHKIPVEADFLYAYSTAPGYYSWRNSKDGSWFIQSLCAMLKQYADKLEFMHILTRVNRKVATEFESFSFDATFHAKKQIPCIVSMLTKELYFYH
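Assay system: Autoprocessing-dead procaspase-3 D3A mutant enzyme; also added: Ac-DEVD-pNA; doses: one concentration, 8.5 µM nominal, 0.8% DMSO; times: 1 h compound preincubation, 2 h substrate hydrolysis at 25 °C; technique: 405 nm absorbance of p-nitroaniline, reads at 0 and 120 min; measure: % activation between DMSO and enzyme-spiked controls; repeats: single replicate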
PP5 primary = PP5 (human) phosphatase inhibition; purified PP5c, OMFP substrate fluorescence; inhibition, % at 6.7 µM; actives 0.18% (n = 320,000);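 active = inhibition above the campaign's mean inhibition across all tested compounds plus 3 SD, cut at about 9.5% in these data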;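 also: 0% = DMSO only and 100% = 100 µM cantharidin control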
PP1 inh = counter-screen for PP5 inhibitors: inhibitors of human PP1-alpha | AID 2235 | purified PP1alpha, OMFP fluorescence | inhibition, % at 6.7 µM | P62136 | actives 0.9% (n = 320,000);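 active = inhibition above the mean inhibition of all tested compounds plus 3 SD, computed separately for each screening campaign, cut at about 15% in these data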
Target sequence (P62136 whole entry, looked up): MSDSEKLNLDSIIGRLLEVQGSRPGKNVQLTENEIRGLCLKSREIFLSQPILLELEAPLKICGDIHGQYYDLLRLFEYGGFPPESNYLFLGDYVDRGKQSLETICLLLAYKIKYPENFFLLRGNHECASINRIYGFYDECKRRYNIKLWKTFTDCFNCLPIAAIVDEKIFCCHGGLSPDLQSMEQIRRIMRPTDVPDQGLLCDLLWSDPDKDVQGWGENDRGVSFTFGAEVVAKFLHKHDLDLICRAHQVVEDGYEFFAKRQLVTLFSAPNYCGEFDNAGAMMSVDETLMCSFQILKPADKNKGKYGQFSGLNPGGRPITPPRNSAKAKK
* marks the source's active call; other numbers are inactive results; u = inconclusive; x = no result given.

SMILES	Efflux pump mplx	CTSL1 counter	TPT1 inhibitor	GASC-1 inh	HCV core dimer	procasp7 counter	procasp3 activ	PP5 primary	PP1 inh
O=C(Oc1ccccc1)c1cccc(N2C(=O)CCC2=O)c1	-0.1	-2	2	3	-4	9	6	2.2	2
O=C(Nc1ccc(Oc2ccccc2)cc1)C1CCN(c2c3c(nc4ncnn24)CCC3)CC1	0.2	5	3	u	7	10	-1	1.3	10
CC1CCN(C(=O)c2[nH]cnc2C(=O)N[C@@H](CCCCNC(=O)OC(C)(C)C)C(=O)OC(C)(C)C)CC1	0.4	-3	1	3	-5	-13	2	2.8	3
CN(CC(=O)Nc1ccc(Cl)cc1)C(=O)Cc1c(F)cccc1Cl	-0.5	2	0	30	5	1	8	-0.7	-2
CC(C)(C)C(=O)/C=C/Nc1ccccc1O	-0.1	-1	-1	5	0	1	-3	3.0	1
Cc1ccc(N2CC(C(=O)Nc3nnc(C(C)C)s3)CC2=O)cc1 (stereo not given)	0.1	1	-1	10	1	4	1	0.5	2
COc1ccc(OCc2cc(C(=O)N(Cc3nccn3C)C(C)C)no2)c2ccccc12	-0.1	-1	4	-13	5	4	9	1.2	-4
COc1cc(Cl)c(C)cc1NC(=O)CSc1ccc(C)cc1	-0.1	2	-1	28	0	7	4	0.4	2
CCCSCCCNC(=O)c1cc2c(s1)CS(=O)(=O)C2	0.0	1	1	-8	6	8	-4	1.1	5
NNC(=O)CCN1CCN(Cc2ccccc2)CC1	0.0	-1	0	5	-3	10	6	-0.2	4
Nc1nc(F)cc(NCc2ccccc2)n1	0.0	1	6	-3	-1	5	2	-3.4	-4
COc1ccc(OC)c(C2(O)CSC(=Nc3cccnc3)N2Cc2ccco2)c1 (stereo not given)	0.0	1	1	17	2	-2	-2	-1.4	0
COc1ccc(C(=O)Nc2ccnn2C2CCN(C(=O)C3CCOC3)CC2)cc1 (stereo not given)	-0.1	1	-2	0	-6	7	-3	1.9	-3
CN1CCN(C2CCN(Cc3ccc(O)c4ncccc34)CC2)CC1	-0.3	x	x	-7	x	-16	-4	0.1	-1
Cc1cc(C(=O)COC(=O)Cc2ccc(Cl)cc2)c(C)n1C	0.2	x	x	-2	x	1	4	x	x
COc1ccc(C(=O)N2CCCC(c3ccccc3)=N2)cc1	-0.1	-1	2	30	4	-4	4	0.2	0
N#CCSc1ccc(-c2nc3ccccc3[nH]2)cn1	-0.1	3	1	14	1	2	5	-0.2	-4
C[C@@H]1C(=O)O[C@H](C)[C@H]1C[C@@H](O)[C@](C)(O)C1CC[C@@]2(O)C3=CC(=O)[C@@H]4C[C@@H](O)[C@@H](O)C[C@]4(C)C3CC[C@]12C (stereo not given in full)	-0.2	x	x	-12	x	-6	6	x	x
COC(=O)c1nnn(CC(=O)NC(=O)Nc2ccc(F)cc2)c1C(=O)OC	-0.2	4	-1	-2	0	5	-8	3.2	3
CC1=CC(c2ccc(Cl)cc2)n2nc(NC(=O)CCCC(=O)O)nc2N1 (stereo not given)	0.2	-1	-3	74	5	16	3	0.6	0
COCCn1c(SCc2ccc(F)cc2)nc2c1c(=O)[nH]c(=O)n2C	-0.1	5	2	-7	-3	-27	-5	-1.1	-1
Cc1cccc(C)c1NC(=O)Cn1nnc(-c2ccc(N3CCOCC3)cc2)n1	0.1	1	-2	-5	5	5	0	1.2	-2
CSc1ccccc1C(=O)Nc1ccc(C)cc1C	-0.1	-5	0	3	5	3	-3	0.3	2
Cc1ccc(N2C(=O)CC(Sc3nc4ccccc4o3)C2=O)cc1Cl (stereo not given)	0.2	-3	4	-2	3	-30	-31	3.4	6
Cc1ccccc1NC(=O)c1ccc(N/N=C/c2ccccc2O)c([N+](=O)[O-])c1	0.0	-1	2	-1	3	12	2	-0.1	1
CC(C)(C)N1C(=O)c2ccccc2NC(=O)N1Cc1ccc(Br)cc1	0.0	-7	2	-1	0	5	0	0.0	-3
COc1ccc(NC(=O)CCCC(=O)O)cc1Cl	0.0	-4	3	-16	-4	6	2	0.9	-2
Cc1ccc(-c2nnc(SCC(C)C)n2C)cc1	-0.1	5	-2	-5	-6	-7	6	2.7	1
O=C(CSc1ncn[nH]1)c1cc2ccccc2o1	-0.3	-2	9	15	6	4	4	0.6	-1
CCCCNC(=O)c1cc(-c2ccc(OC)cc2)on1	0.0	-1	4	101	-2	7	2	1.7	-3
CCc1ccc(C2CC(c3ccc(Cl)cc3)=NNC2=O)cc1 (stereo not given)	0.3	1	-4	-5	13	-8	11	6.8	5
O=C(CSc1nnnn1-c1ccccc1)c1ccco1	-0.1	-1	-2	-17	-10	-11	-8	1.2	4
CCC(c1nnnn1CCOC)N1CCN(c2nc3ccccc3s2)CC1 (stereo not given)	0.1	-2	-3	3	-3	16	-1	1.7	-7
NC(=S)c1cc2cc(Br)ccc2oc1=O	0.0	1	-4	8	2	-33	-10	-2.3	1
COc1ccc(C)cc1NC(=O)C(OC(=O)c1cc(C)oc1C)c1ccccc1 (stereo not given)	-0.1	-9	2	-1	5	-2	3	1.2	0
CC(OC(=O)c1ccccc1C(=O)N(C)c1ccccc1)C(=O)Nc1ccc(C(N)=O)cc1 (stereo not given)	0.3	2	1	3	-1	1	-16	-1.1	-6
Cc1ccc(COC(=O)c2cccc(S(=O)(=O)N3CCCCCC3)c2)cc1	0.2	x	x	-4	x	-8	7	0.9	1
N=C1SCC(=O)N1/N=C/c1ccccc1	0.0	0	1	11	2	1	6	-0.8	1
CC1(C)CC(NC(=O)C23CCC(C)(C(=O)C2)C3(C)C)CC(C)(C)N1 (stereo not given)	-0.1	0	-1	-2	0	5	5	0.9	-3
COC(=O)CC1SC(=O)NC1=Nc1ccc(C)cc1 (stereo not given)	0.0	3	0	-1	1	-7	-1	3.6	-4
Cc1ccc(S(=O)(=O)N2CCOCC2)cc1NC(=O)COC(=O)Cc1ccsc1	0.0	-9	-1	6	-6	1	8	2.6	0
CCOC(=O)/C(=N\Nc1cc(Cl)ccc1Cl)N1CC(C)OC(C)C1 (stereo not given)	0.0	-1	3	0	-2	5	6	-0.9	-2
CC1CCCN(CCCNC(=O)C2CCC(CNS(=O)(=O)c3cccc4nsnc34)CC2)C1 (stereo not given)	-0.1	1	0	2	-2	-7	6	3.1	1
O=C1/C(=C\c2ccc(O)cc2)SC(=S)N1/N=C/c1ccc(O)cc1	0.2	2	65*	-4	-10	-16	-19	0.5	0
CCOc1ccccc1CN1CCN(Cc2cccc3nonc23)CC1CCO (stereo not given)	0.0	-2	-1	-3	-5	-3	4	-0.1	0
O=C(O)c1cccc(-n2cccc2C=C2C(=O)c3ccccc3C2=O)c1	0.2	1	0	-4	3	0	-13	3.1	-4
CN(CC(=O)Nc1ccccc1Cl)C(=O)COC(=O)c1cccs1	0.1	x	x	14	x	6	-36	x	x
COc1ccc(N2CCC(CNC(=O)Nc3cccc(OC)c3)C2)cc1 (stereo not given)	-0.1	-2	-2	32	-30	-10	-8	0.3	1
Cc1ccc(C)c(S(=O)(=O)NCc2cccnc2)c1	0.7	-4	0	-5	6	3	5	1.6	1
CC(=O)c1cccc(NC(=O)N2CCCC2C(=O)NC2CCCCC2)c1 (stereo not given)	-0.1	-3	1	2	-5	8	0	2.2	0
Cc1cccc(C)c1NC(=O)CN(C)C(=O)CC1OC(=O)c2ccccc21 (stereo not given)	-0.1	2	-5	5	-8	-6	7	0.3	-2
CCOc1ccc(Cn2c(=O)oc3ccc(C)cc32)cc1OC	-0.1	1	2	3	1	2	-5	-1.9	0
O=C(OCCN1C(=O)c2cccc3c(N4CCOCC4)ccc(c23)C1=O)c1ccc(Cl)cc1Cl	-0.3	1	59*	2	6	-21	-24	0.6	9
Cc1cc(=O)[nH]c(SCC(=O)Nc2cc(S(=O)(=O)N3CCCC3)ccc2Cl)n1	0.1	2	-1	x	1	-1	-3	0.1	-1
CN(CC(=O)N1CCCCCC1)S(=O)(=O)c1ccc(Br)s1	0.0	-6	0	0	-2	2	4	2.3	1
COc1cccc(CNS(=O)(=O)c2c(C)[nH]c(C)c2C(=O)N2CCCCC2)c1	-0.1	-4	-2	-2	-11	1	13	2.8	-1
Cc1cccc(C2c3[nH]c4ccccc4c3CCN2C(=O)c2cc(CC(C)C)[nH]c(=O)n2)n1 (stereo not given)	-0.1	4	-4	2	6	3	3	-3.4	2
O=C(Cc1ccc(S(=O)(=O)N2CCOCC2)s1)Nc1ccc(S(=O)(=O)N2CCCCC2)cc1	0.0	0	2	11	5	1	-5	-1.4	-3
O=C1N(c2ccc(Cl)cc2)C(c2ccccc2)N2CCCN12 (stereo not given)	2.2	-1	-1	-8	-7	2	0	3.0	-3
Cc1ccc(-n2nc(C)c(Sc3ccccc3[N+](=O)[O-])c2N)cc1	-0.1	-2	-2	-12	4	-13	-13	1.1	-2

In the list so far, these contain a tert-butyl group.
SMILES	Efflux pump mplx	CTSL1 counter	TPT1 inhibitor	GASC-1 inh	HCV core dimer	procasp7 counter	procasp3 activ	PP5 primary	PP1 inh
CC1CCN(C(=O)c2[nH]cnc2C(=O)N[C@@H](CCCCNC(=O)OC(C)(C)C)C(=O)OC(C)(C)C)CC1	0.4	-3	1	3	-5	-13	2	2.8	3
CC(C)(C)C(=O)/C=C/Nc1ccccc1O	-0.1	-1	-1	5	0	1	-3	3.0	1
CC(C)(C)N1C(=O)c2ccccc2NC(=O)N1Cc1ccc(Br)cc1	0.0	-7	2	-1	0	5	0	0.0	-3

Other results:
SMILES	Efflux pump mplx	CTSL1 counter	TPT1 inhibitor	GASC-1 inh	HCV core dimer	procasp7 counter	procasp3 activ	PP5 primary	PP1 inh
COC/C=C/C1=CC2=CC(=O)C(C)(OC(=O)c3ccco3)C(=O)C2=CO1 (stereo not given)	x	-4	-11	x	51*	-32	-29	-3.8	2
CCCCCCCCNC(=O)c1cccnc1SCC(=O)Nc1ccccc1OC	-0.1	6	0	2	16	2	-5	1.9	4
CCOC(=O)c1ccc(NC(=S)NNC(=O)c2cc(-c3cccnc3)nc3ccccc23)cc1	-0.3	2	0	1	2	-10	1	5.4	14
O=C(CNC(=O)c1sc2ccccc2c1Cl)OCc1ccccc1	1.3	-26	0	5	9	6	1	1.6	-3
Cc1ccccc1Nc1nc(-c2cccnc2)cs1	0.3	1	0	-1	-8	6	-1	4.8	-2
Cc1ccc(S(=O)(=O)Cc2ccc(C(=O)OCc3ccccc3)cc2)cc1	0.0	-3	-5	4	12	2	5	2.7	1
Cc1cc(C)c2nc(N3CCC(C(=O)N4CCCC4)CC3)sc2c1	0.1	0	1	-15	-5	-10	12	4.2	-1
COc1ccc(OCc2ccc(C(=O)NN)cc2)cc1	0.2	-1	3	2	-1	8	3	2.5	1
Cc1nc(C)c(C(=O)O)s1	0.0	-7	-1	12	2	-2	1	-2.5	1
